Screening data from PubChem BioAssay.
dFosB activator – enhances mouse delta FosB homodimer DNA binding. purified delta FosB, TAMRA-CDK5 oligo fluorescence polarization; percent of positive-control signal above neutral wells. AID 493131. 0.99% of 340,000 active. P13346. activation, % at 25 µM;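 active = mean activation above about 17%, with every replicate also reaching it, limit read from the data, passing the limit was not always enough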;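 also: fluorescence polarization rise as delta FosB binds a TAMRA Cdk5 AP-1 oligo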
Target sequence (P13346 whole entry, looked up): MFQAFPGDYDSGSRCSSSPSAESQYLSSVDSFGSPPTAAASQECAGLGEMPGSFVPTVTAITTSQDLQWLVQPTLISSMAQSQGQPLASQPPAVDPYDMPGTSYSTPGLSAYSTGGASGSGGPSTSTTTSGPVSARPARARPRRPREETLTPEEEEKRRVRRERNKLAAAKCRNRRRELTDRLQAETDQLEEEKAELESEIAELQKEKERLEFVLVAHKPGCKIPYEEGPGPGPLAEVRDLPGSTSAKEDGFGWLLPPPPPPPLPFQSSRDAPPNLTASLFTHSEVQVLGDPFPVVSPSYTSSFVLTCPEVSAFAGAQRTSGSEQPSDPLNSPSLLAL
LANA DNA inh – KSHV C-LANA DNA binding inhibition; inhibition, % at 9 µM; MBP-C-LANA/FAM-LBS DNA binding, fluorescence polarization; AID 504423; 0.078% of 340,000 active;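 active = highest replicate inhibition at or above 60% at 9 µM, even if other replicates fall short; inactive = all replicates below 60% inhibition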;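 also: 0% = neutral control wells and 100% = 4 µM acridine orange control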
Cardiac RTF inh – cardiac RTF calcium desensitization | AID 493244 | P19429+P45379 | 0.12% of 340,000 active | IANBD-labeled cardiac RTF, Ca2+ fluorescence | inhibition, % at 7.15 µM;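 active = inhibition above the mean inhibition of all tested compounds plus 3 SD, cut at about 17% in these data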;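 also: assay run at fixed EC70 calcium of 1.6 mM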
PfHsp90 set2 – reduces growth (ATP signal) of yeast expressing P. falciparum Hsp90 | S. cerevisiae expressing PfHsp90, BacTiter-Glo ATP, 48 h; yeast lacking PDR1 and PDR3 efflux regulators | inhibition, % at 9.4 µM | 0.32% of 310,000 active;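 active = every replicate shows inhibition above about 80%, whatever the replicate mean, limit read from the data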;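 also: 0% = DMSO neutral controls and 100% = 20 µM radicicol positive controls; yeast relying on Plasmodium falciparum Hsp90 in place of its own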
Rtt109 HAT inh – inhibitors of Candida albicans Rtt109/Vps75 histone acetyltransferase; 0.16% of 330,000 active; purified Rtt109/Vps75, ThioGlo CoA-SH fluorescence, 4 h; inhibition, % at 34.9 µM; Q5AAJ8;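 active = inhibition of at least 50% in every replicate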
RTF Ca sens act – increases calcium sensitivity of human cardiac regulated thin filaments. P19429+P45379. IANBD-labeled TnC RTF fluorescence at EC20 calcium; 0% EC20 calcium, 100% full calcium. activation, % at 7.2 µM. 0.24% of 340,000 active;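 active = activation above the mean over all tested compounds plus 3 SD, cut at about 30% in these data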;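 also: rise in fluorescence read as greater calcium sensitivity of cardiac thin filaments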
NSD2 inh – blocks human histone methyltransferase NSD2 | inhibition, % at 12.5 µM | 0.54% of 310,000 active | AID 743445 | NSD2 peptide methylation, AlphaScreen, 120 min; in the data active = inhibition above about 50%
CDK5 inh – blocks human CDK5/p35 kinase activity; Recombinant CDK5/p35, ADP-Glo luminescence, 60 min; inhibition, % at 10 µM; 0.01% of 330,000 active;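 active = highest replicate inhibition of at least 50% and at least 75% of replicates reaching 50%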;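 also: plate controls were DMSO neutral control for no effect and GW8510 at 10 µM for full effect; many of its hits are not listed in these tables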
Keap1 Nrf2 FP – Keap1-Nrf2 (human) interaction inhibition; AID 504523; Keap1 Kelch-Nrf2 peptide fluorescence polarization, 1536-well; inhibition, % at 9.4 µM; Q14145; 0.15% of 340,000 active; in the data active = inhibition above about 12%;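 also: human Keap1 Kelch domain with fluorescein labeled Nrf2 9mer peptide probe; 0% = neutral control wells and 100% = peptide positive control; higher means more block of Keap1 binding to Nrf2 peptide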
Target sequence (Q14145 whole entry, looked up, the tested form may be a part): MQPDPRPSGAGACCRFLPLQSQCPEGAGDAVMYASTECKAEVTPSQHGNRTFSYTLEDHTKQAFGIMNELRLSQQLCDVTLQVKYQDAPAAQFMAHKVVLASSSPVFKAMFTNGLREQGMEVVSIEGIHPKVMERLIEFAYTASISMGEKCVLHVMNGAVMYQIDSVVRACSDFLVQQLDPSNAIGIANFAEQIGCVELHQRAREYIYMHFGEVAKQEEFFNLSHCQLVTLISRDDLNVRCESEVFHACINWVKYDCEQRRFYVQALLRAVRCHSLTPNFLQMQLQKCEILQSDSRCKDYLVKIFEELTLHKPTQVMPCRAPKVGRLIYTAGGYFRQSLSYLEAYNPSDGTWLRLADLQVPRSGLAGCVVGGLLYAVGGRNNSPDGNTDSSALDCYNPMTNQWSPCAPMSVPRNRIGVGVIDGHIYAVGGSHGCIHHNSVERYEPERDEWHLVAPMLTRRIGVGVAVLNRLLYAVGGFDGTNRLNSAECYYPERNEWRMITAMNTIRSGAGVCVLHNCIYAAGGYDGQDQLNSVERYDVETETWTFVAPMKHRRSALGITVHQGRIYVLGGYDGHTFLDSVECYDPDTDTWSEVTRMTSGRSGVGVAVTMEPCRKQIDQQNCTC
Mot1-301 SUMO – SUMOylation pathway inhibition by Mot1-301 growth rescue. S. cerevisiae Mot1-301 growth rescue, ATP luminescence, 38.5C; percent above DMSO median, 100 means doubled. growth rescue, % at 18.8 µM. 1% of 320,000 active. AID 2716;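 active = every valid replicate shows activation above 250% relative to neutral control wells; inactive = the rest, any valid replicate at or below 250%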;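 also: OY570 slx delta 5 strain wells were the positive control but not used for scaling; some compounds called inactive have numbers as strong as hits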
PvdQ acylase – blocks Pseudomonas aeruginosa PvdQ acylase activity; purified PvdQ acylase, fluorescence plate reader; inhibition, % at 10 µM; 0.063% of 340,000 active; AID 488965; in the data active = inhibition above about 30%, passing the limit was not always enough;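 also: 0% = vehicle neutral wells and 100% = reference inhibitor wells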
An asterisk follows results filed as active.

How did COc1ncccc1-c1nnn(-c2ccccc2)n1 do in these assays?
dFosB activator: -16; LANA DNA inh: 0.2; Cardiac RTF inh: -10; PfHsp90 set2: 12; Rtt109 HAT inh: -5; RTF Ca sens act: 0; CDK5 inh: 0.1; Keap1 Nrf2 FP: 2; Mot1-301 SUMO: 108; PvdQ acylase: -5

How did CCOC(=O)CSc1nc2sc3c(c2c(=O)[nH]1)CC(C)(CC)OC3 (centres undefined) do in these assays?
dFosB activator: -5; LANA DNA inh: 0.5; Cardiac RTF inh: -5; Rtt109 HAT inh: 8; RTF Ca sens act: 1; NSD2 inh: 0; CDK5 inh: 0.4; Keap1 Nrf2 FP: 2; Mot1-301 SUMO: -10; PvdQ acylase: -10

How did C=CCN1C(=O)c2ccc(C(=O)OCC(=O)Nc3ccccc3OC)cc2C1=O do in these assays?
dFosB activator: -3; LANA DNA inh: 1.2; Cardiac RTF inh: 3; PfHsp90 set2: -6; Rtt109 HAT inh: 2; RTF Ca sens act: -6; CDK5 inh: 0.6; Keap1 Nrf2 FP: -4; Mot1-301 SUMO: 8; PvdQ acylase: -10

How did CCOc1cc(/C=N/Nc2ccccc2Cl)ccc1OCC(=O)O do in these assays?
dFosB activator: -4; LANA DNA inh: 0.9; Cardiac RTF inh: 12; PfHsp90 set2: 21; Rtt109 HAT inh: -2; RTF Ca sens act: -4; NSD2 inh: 3; CDK5 inh: 0.6; Keap1 Nrf2 FP: 1; Mot1-301 SUMO: 27; PvdQ acylase: -7

What do the screens show for `Clc1cccc(/C=N/Nc2nc(Cl)nc3ccccc23)c1`?
dFosB activator: -18; LANA DNA inh: 1.2; Cardiac RTF inh: 5; PfHsp90 set2: -14; Rtt109 HAT inh: -2; RTF Ca sens act: -1; CDK5 inh: -0.8; Keap1 Nrf2 FP: -6; Mot1-301 SUMO: 15; PvdQ acylase: -2

How did Cc1ccc(NC(=O)CN2CCc3cc4c(cc3C2)OCCCO4)cc1C do in these assays?
dFosB activator: -15; LANA DNA inh: 0.2; Cardiac RTF inh: -5; PfHsp90 set2: 22; Rtt109 HAT inh: 2; RTF Ca sens act: 4; NSD2 inh: 0; CDK5 inh: 1.3; Keap1 Nrf2 FP: -10; Mot1-301 SUMO: -3; PvdQ acylase: -12

How did O=C(O)c1ccc2c(=O)n3c(nc2c1)/C(=C/c1ccc(Cl)c(Cl)c1)CC3 do in these assays?
dFosB activator: 0; LANA DNA inh: 0.3; Cardiac RTF inh: 1; PfHsp90 set2: -15; Rtt109 HAT inh: -2; RTF Ca sens act: 0; NSD2 inh: 0; CDK5 inh: 0.3; Keap1 Nrf2 FP: -3; Mot1-301 SUMO: 5; PvdQ acylase: 29

Results for CC(=O)Nc1ccc(NC(=O)c2ccc(CSc3ccccc3)o2)cc1 ?
dFosB activator: -3; LANA DNA inh: 0.2; Cardiac RTF inh: 1; PfHsp90 set2: -4; Rtt109 HAT inh: 0; RTF Ca sens act: -1; NSD2 inh: -3; CDK5 inh: 1.4; Keap1 Nrf2 FP: -2; Mot1-301 SUMO: 4; PvdQ acylase: 5

What do the screens show for `COC(=O)c1c(SCC(=O)Nc2ccc(C)c(C)c2)nc(=O)[nH]c1C`?
dFosB activator: -3; LANA DNA inh: 2.0; Cardiac RTF inh: 4; PfHsp90 set2: 11; Rtt109 HAT inh: -5; RTF Ca sens act: -4; NSD2 inh: 116*; CDK5 inh: 0.9; Keap1 Nrf2 FP: 4; Mot1-301 SUMO: -3; PvdQ acylase: -14

What do the screens show for `COc1ccc(CCNC(=O)COC(=O)C2CCCCC2)cc1`?
dFosB activator: 0; LANA DNA inh: 2.2; Cardiac RTF inh: -4; PfHsp90 set2: -7; Rtt109 HAT inh: 4; RTF Ca sens act: 10; NSD2 inh: -1; CDK5 inh: 0.7; Keap1 Nrf2 FP: -3; Mot1-301 SUMO: 13; PvdQ acylase: -7

How did COc1ccccc1N1CCN(C(=O)CSc2nc3ccccc3o2)CC1 do in these assays?
dFosB activator: -7; LANA DNA inh: -4.6; Cardiac RTF inh: -8; PfHsp90 set2: 11; Rtt109 HAT inh: 36; RTF Ca sens act: 2; NSD2 inh: 0; CDK5 inh: -1.6; Keap1 Nrf2 FP: 2; Mot1-301 SUMO: -2; PvdQ acylase: 5

Results for CS(=O)(=O)N(CC(=O)Nc1ccccc1C(=O)NCc1ccco1)c1ccc2c(c1)OCCO2 ?
dFosB activator: -15; LANA DNA inh: -0.1; Cardiac RTF inh: -4; Rtt109 HAT inh: -18; RTF Ca sens act: 4; NSD2 inh: 3; CDK5 inh: -3.2; Keap1 Nrf2 FP: -6; Mot1-301 SUMO: -15; PvdQ acylase: -10

Three entries already listed, ordered by heavy-atom count, descending:
How did COc1ccccc1N1CCN(C(=O)CSc2nc3ccccc3o2)CC1 do in these assays?
dFosB activator: -7; LANA DNA inh: -4.6; Cardiac RTF inh: -8; PfHsp90 set2: 11; Rtt109 HAT inh: 36; RTF Ca sens act: 2; NSD2 inh: 0; CDK5 inh: -1.6; Keap1 Nrf2 FP: 2; Mot1-301 SUMO: -2; PvdQ acylase: 5

How did O=C(O)c1ccc2c(=O)n3c(nc2c1)/C(=C/c1ccc(Cl)c(Cl)c1)CC3 do in these assays?
dFosB activator: 0; LANA DNA inh: 0.3; Cardiac RTF inh: 1; PfHsp90 set2: -15; Rtt109 HAT inh: -2; RTF Ca sens act: 0; NSD2 inh: 0; CDK5 inh: 0.3; Keap1 Nrf2 FP: -3; Mot1-301 SUMO: 5; PvdQ acylase: 29

What do the screens show for `COC(=O)c1c(SCC(=O)Nc2ccc(C)c(C)c2)nc(=O)[nH]c1C`?
dFosB activator: -3; LANA DNA inh: 2.0; Cardiac RTF inh: 4; PfHsp90 set2: 11; Rtt109 HAT inh: -5; RTF Ca sens act: -4; NSD2 inh: 116*; CDK5 inh: 0.9; Keap1 Nrf2 FP: 4; Mot1-301 SUMO: -3; PvdQ acylase: -14

Other results:
Results for COc1cccc(NC(=S)NCc2cccnc2)c1 ?
dFosB activator: -3; LANA DNA inh: -0.9; Cardiac RTF inh: -3; PfHsp90 set2: -8; Rtt109 HAT inh: 1; RTF Ca sens act: 4; NSD2 inh: -1; CDK5 inh: -0.5; Keap1 Nrf2 FP: 0; Mot1-301 SUMO: -1; PvdQ acylase: 2

What do the screens show for `CCC(=O)C1=C(N2CCCC2)CC(C)(C)CC1=O`?
dFosB activator: -2; LANA DNA inh: -0.9; Cardiac RTF inh: -4; PfHsp90 set2: -29; Rtt109 HAT inh: 1; RTF Ca sens act: 0; NSD2 inh: -1; CDK5 inh: -0.3; Keap1 Nrf2 FP: -1; Mot1-301 SUMO: 116; PvdQ acylase: -3

Results for O=C(COC(=O)c1cc(-c2ccccc2Cl)nc2ccccc12)Nc1ncc(C(F)(F)F)cc1Cl ?
dFosB activator: -4; LANA DNA inh: -0.5; Cardiac RTF inh: -1; PfHsp90 set2: -7; Rtt109 HAT inh: 5; RTF Ca sens act: 3; NSD2 inh: 2; CDK5 inh: 0.6; Keap1 Nrf2 FP: 0; Mot1-301 SUMO: 14; PvdQ acylase: 12

How did COc1ccc(N(CC(=O)Nc2ccc(C)c(C)c2)S(=O)(=O)c2c(C)n[nH]c2C)cc1 do in these assays?
dFosB activator: -19; LANA DNA inh: 0.7; Cardiac RTF inh: -1; RTF Ca sens act: 2; NSD2 inh: 0; CDK5 inh: 0.6; Keap1 Nrf2 FP: -2; Mot1-301 SUMO: 4; PvdQ acylase: -7

Results for Cc1ccc(-n2ncc3c(=O)[nH]cnc32)c(C)c1 ?
dFosB activator: 7; LANA DNA inh: -0.1; Cardiac RTF inh: 0; RTF Ca sens act: 0; NSD2 inh: 0; CDK5 inh: -0.2; Keap1 Nrf2 FP: 4; Mot1-301 SUMO: inactive; PvdQ acylase: 5

What do the screens show for `Cc1oc2cc3oc(=O)c(CC(=O)NCCC(=O)O)c(C)c3cc2c1C`?
dFosB activator: 1; LANA DNA inh: -0.8; Cardiac RTF inh: -2; PfHsp90 set2: -8; Rtt109 HAT inh: -3; RTF Ca sens act: -7; NSD2 inh: -2; CDK5 inh: 0.7; Keap1 Nrf2 FP: -2; PvdQ acylase: 7

How did COC(=O)c1cc2ccsc2n1CC(=O)Nc1ccc(N(C)C)cc1 do in these assays?
dFosB activator: -1; LANA DNA inh: 2.2; Cardiac RTF inh: -3; Rtt109 HAT inh: 0; RTF Ca sens act: 7; NSD2 inh: 8; CDK5 inh: 0.0; Keap1 Nrf2 FP: -7; Mot1-301 SUMO: 4; PvdQ acylase: -10

How did O=C(Oc1ccc2c(=O)c(Oc3ccc4ccccc4c3)coc2c1)c1cncc(Br)c1 do in these assays?
dFosB activator: -3; LANA DNA inh: 1.6; Cardiac RTF inh: 3; PfHsp90 set2: 1; Rtt109 HAT inh: -5; RTF Ca sens act: -3; NSD2 inh: 4; CDK5 inh: -1.5; Keap1 Nrf2 FP: -1; Mot1-301 SUMO: -1; PvdQ acylase: -5

What do the screens show for `COc1cccc(NC(=O)CN(C)C(=O)CCNS(=O)(=O)c2ccc(C)cc2)c1`?
dFosB activator: -7; LANA DNA inh: 5.3; Cardiac RTF inh: -9; PfHsp90 set2: 12; Rtt109 HAT inh: 1; RTF Ca sens act: 2; NSD2 inh: 2; CDK5 inh: -0.1; Keap1 Nrf2 FP: 0; Mot1-301 SUMO: 0; PvdQ acylase: 0

How did COc1ccc(C(=O)CSc2nc3cccnc3n2C)cc1 do in these assays?
dFosB activator: -13; LANA DNA inh: -0.3; Cardiac RTF inh: -10; PfHsp90 set2: -9; RTF Ca sens act: 4; NSD2 inh: 2; CDK5 inh: -0.7; Keap1 Nrf2 FP: 5; Mot1-301 SUMO: -5; PvdQ acylase: -5

How did COCCNc1nnc(SC(C)C(=O)Nc2ccc(-c3nc4ccc(C)cc4s3)cc2)s1 (centres undefined) do in these assays?
dFosB activator: 10; LANA DNA inh: -1.1; Cardiac RTF inh: -3; PfHsp90 set2: 15; Rtt109 HAT inh: -2; RTF Ca sens act: 6; NSD2 inh: -1; CDK5 inh: -0.7; Keap1 Nrf2 FP: -4; Mot1-301 SUMO: 7; PvdQ acylase: 4

How did O=C(N/N=C/c1cccnc1)c1cccc(Br)c1 do in these assays?
dFosB activator: -10; LANA DNA inh: -3.2; Cardiac RTF inh: -7; PfHsp90 set2: 27; Rtt109 HAT inh: 1; RTF Ca sens act: -1; NSD2 inh: 0; CDK5 inh: -0.4; Keap1 Nrf2 FP: -3; Mot1-301 SUMO: -12; PvdQ acylase: -13

How did O=C(Nc1ccccc1C(=O)O)c1cc(S(=O)(=O)NCc2ccccc2)ccc1Cl do in these assays?
dFosB activator: -8; LANA DNA inh: 4.3; Cardiac RTF inh: -10; PfHsp90 set2: -19; Rtt109 HAT inh: 3; RTF Ca sens act: -3; NSD2 inh: -2; CDK5 inh: 0.9; Keap1 Nrf2 FP: -4; Mot1-301 SUMO: 0; PvdQ acylase: -12

What do the screens show for `O=C(COC(=O)Cc1ccsc1)NC1CCCCCC1`?
dFosB activator: -3; LANA DNA inh: 4.5; Cardiac RTF inh: -15; PfHsp90 set2: 21; Rtt109 HAT inh: 2; RTF Ca sens act: 1; NSD2 inh: 0; CDK5 inh: 0.9; Keap1 Nrf2 FP: -3; Mot1-301 SUMO: 609*; PvdQ acylase: -1
